Bioassay records (PubChem BioAssay)
EPAC1 agonist – agonists of human EPAC1 | 0.073% of 360,000 active | Potency, µM (series often up to 154 µM), without a hit: at the highest dose activation, most hits filed as activators | EPAC1 agonist qHTS, biochemical assay; response scale: 100% = response to 6.5 mM cAMP | O95398; further: potency means the concentration at half of the fitted maximal effect; nearly all actives have a fitted effect of over 60% in size
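Multi-concentration qHTS readout: loss of Rap1B-bound BODIPY-GDP fluorescence driven by 100 nM EPAC1 with excess GDP (50 uM), monitored kinetically at room temperature; agonist response expressed relative to 6.5 mM cAMP.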
PLK1 PBD block – PLK1 (human) polo-box domain binding inhibition | P53350 | Plk1 PBD binding of FITC phosphopeptide, fluorescence polarization | Potency, µM, for inactives: max response, negative = inhibition, usual class: inhibitors | 2.8% of 360,000 active | AID 720504; further: potency means the concentration at half of the fitted maximal effect; series mostly up to about 57 µM; on the % scale 0 is the no-effect control and ±100 the full control effect; nearly all actives have a fitted effect of over 65% in size
Target sequence (P53350 whole entry, looked up, the tested form may be a part): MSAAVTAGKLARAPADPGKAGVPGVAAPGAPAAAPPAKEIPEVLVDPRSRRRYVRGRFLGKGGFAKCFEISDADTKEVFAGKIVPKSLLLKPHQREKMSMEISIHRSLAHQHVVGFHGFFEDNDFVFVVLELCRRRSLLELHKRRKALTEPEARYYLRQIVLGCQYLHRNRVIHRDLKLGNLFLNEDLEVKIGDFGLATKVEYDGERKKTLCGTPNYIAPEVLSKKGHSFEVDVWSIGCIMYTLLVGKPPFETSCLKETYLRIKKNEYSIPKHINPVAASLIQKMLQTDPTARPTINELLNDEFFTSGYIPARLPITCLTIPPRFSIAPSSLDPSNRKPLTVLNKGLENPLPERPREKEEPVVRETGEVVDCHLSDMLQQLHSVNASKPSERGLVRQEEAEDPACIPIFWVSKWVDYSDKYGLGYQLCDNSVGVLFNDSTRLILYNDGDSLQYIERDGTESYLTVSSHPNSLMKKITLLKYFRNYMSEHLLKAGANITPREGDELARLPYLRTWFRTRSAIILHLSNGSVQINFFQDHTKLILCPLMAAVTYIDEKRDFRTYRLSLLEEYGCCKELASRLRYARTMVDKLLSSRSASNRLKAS
PI5P4Ka inh – inhibitors of human PI5P4K alpha; P48426; PI5P4Kalpha enzyme, ADP-Glo luminescence, 60 min; hits give low values; max response, %; 1.2% of 330,000 active; active means max response of -50% or lower; inconclusive means between -30% and -50%; inactive means -30% or higher; further: value at the top dose of about 77 µM; on the % scale 0 is the no-effect control and ±100 the full control effect
Target sequence (P48426 whole entry, looked up): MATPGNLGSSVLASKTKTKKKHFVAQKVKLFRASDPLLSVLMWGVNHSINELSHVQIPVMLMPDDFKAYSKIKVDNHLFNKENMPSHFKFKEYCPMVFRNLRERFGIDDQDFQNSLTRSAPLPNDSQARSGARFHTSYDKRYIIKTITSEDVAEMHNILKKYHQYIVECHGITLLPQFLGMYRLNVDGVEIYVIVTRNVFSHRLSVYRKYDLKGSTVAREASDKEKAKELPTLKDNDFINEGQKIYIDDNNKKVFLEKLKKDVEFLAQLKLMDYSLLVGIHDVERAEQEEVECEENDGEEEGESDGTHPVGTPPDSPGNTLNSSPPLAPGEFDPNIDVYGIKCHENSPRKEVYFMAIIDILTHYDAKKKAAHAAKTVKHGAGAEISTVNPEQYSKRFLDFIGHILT
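Luminescence from ADP-Glo served as readout of PI5P4Kalpha activity in a qHTS format. Reaction: enzyme, substrate, compound, ATP at 5 microM final, 60 min at RT.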
GLP-1R agonist – agonists of human GLP-1 receptor. P43220. HEK293 GLP-1R CRE-luciferase, luminescence, 4-6 h; cells express a hypersensitive GLP-1R form. Potency, µM (doses to about 45.6 µM), for the others: at the highest dose activation, hits mostly activators. 0.007% of 380,000 active. AID 624172; further: potency means the concentration at half of the fitted maximal effect; % of control where 0% means no effect
PTHR1 agonist – PTHR1 (human) receptor agonism | Potency, µM (doses to about 115 µM), for inactives: at the highest dose activation, most hits filed as activators | Q03431 | HEK293 GP2 PTHR1 cells, GloSensor cAMP luminescence, 1 h | 0.075% of 410,000 active | AID 743266; further: potency means the concentration at half of the fitted maximal effect; nearly all actives have a fitted effect of over 55% in size; some results filed as inactive show a strong effect at the top dose; inactives centre near -15; many of its hits are not listed in these tables
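HEK-293-derived GP2 cells expressing PTHR1 and a GloSensor cAMP reporter, 3,000/well, plated overnight, given luciferin plus IBMX (each 0.5 mM as added) for 1 h at 37 °C, then compound for 1 h at 37 °C. Luminescence was read after 15 min at room temperature.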
GLP-1R inv ag – acts as inverse agonist at human GLP-1 receptor | HEK293 GLP-1R CRE-luciferase, luminescence, 24 h; GLP-1R form is constitutively active | Potency, µM (top dose mostly 38.3 µM), for the others: at the highest dose activity change, negative = inhibition, most hits filed as inhibitors | 1.6% of 410,000 active | AID 624417; further: potency means the concentration at half of the fitted maximal effect; on the % scale 0 is the no-effect control and ±100 the full control effect; nearly all actives have a fitted effect of over 55% in size
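HEK293 cells stably co-expressing a cAMP-responsive luciferase reporter and constitutively active GLP-1R were seeded, incubated 12 h, then exposed to compounds for 24 h at 37 C. Luminescence was read 12 min after detection reagent; inverse agonists lower signal.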
EPAC1 antagonist – EPAC1 (human) antagonism; O95398; EPAC1 GEF assay, Rap1b-BODIPY-GDP exchange fluorescence; Potency, µM (series often up to 115 µM), inactives show at the top dose activity change, negative = inhibition, most hits filed as inhibitors; 0.14% of 360,000 active; AID 720709;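 further: potency means the concentration at half of the fitted maximal effect; plate controls were vehicle for no effect and positive control for full effect; nearly all actives have a fitted effect of over 50% in size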
IL-2 act – activates IL-2 in a cell-based reporter assay; IL-2 activation reporter assay, cell-based qHTS; stimulated with anti-CD3/CD4/CD28 beads; in transgenic mouse T cells; 0.065% of 360,000 active; AID 652025; activation, % (series mostly up to about 46 µM); in the data active means activation above about 50%; inconclusive means mostly about 30% to 49%; further: 0% is about no effect
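Unstimulated transgenic mouse T cells preincubated 60 min with compound, then stimulated with anti-CD3/anti-CD4-coated beads plus anti-CD28 for 18 h at 37 degrees C. IL-2 response read as EGFP and DsRed fluorescence by plate cytometry.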
HEK293 tox – cytotoxic in the GLP-1 receptor inverse agonist counter-screen | HEK293 cAMP-luciferase reporter cells, luminescence, 24 h | Potency, µM (titrated, usually from 38.3 µM), for inactives: top-dose activity change, negative = inhibition, usual class: inhibitors | 0.13% of 410,000 active | AID 624418;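 further: loss of luciferase light is scored as toxicity; potency means the concentration at half of the fitted maximal effect; on the % scale 0 is the no-effect control and ±100 the full control effect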
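To flag toxic compounds, the library was rerun on cells for 24 hr at 37 deg C and 5% CO2. Viability-linked luminescence was captured 12 min after adding luciferase detection reagent.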
Starred values were filed as active, the others as inactive; i = inactive; ? = inconclusive; · = not tested or not shown; & = joins results of further samples; [ ] = dose if it differs, or a comment. Unless noted, the call rests on the fitted dose curve; in most records, active means well fitted curve in the direction sought with a large enough effect; inconclusive means small, poorly fitted or top-dose-only effect, or another doubt; inactive means no such curve, though single readings can be large; an effect the other way counts as inactive or inconclusive. An excerpt; the hit share may differ from the screen's.

The line under a structure holds: GLP-1R agonist	EPAC1 agonist	PI5P4Ka inh	EPAC1 antagonist	IL-2 act	GLP-1R inv ag	PTHR1 agonist	HEK293 tox	PLK1 PBD block
Cn1c(-c2ccc(F)cc2)cnc1NCc1cc2c(cc1[N+](=O)[O-])OCO2
 : -0.6%	-6.9%	-4.2	-11.3%	-4.5	?	i	-28.2%	-5.4%
Cn1nc(C(=O)NCc2cccs2)c2ccccc2c1=O
 : 15.4%	1.9%	-18.7	-4.6%	-0.7	56.9%[activator]	i	-1.7%	-3.4%
COc1ccc2nc(NC3=NCCC3)sc2c1
 : -2.6%	5.7%	1.2	4.3%	-0.6	2.7%	i	7.4%	-8.7%
COc1ccc(N(C(=O)COc2cccc(C)c2)S(=O)(=O)c2ccc(C)cc2)cc1
 : -9.4%	16.6%	4.7	5.5%	2.2	-24.1%	i	-10.3%	-7.8%
O=C(N=Nc1c(O)n(Cc2ccccc2)c2ccccc12)c1ccncc1
 : 21.0%	4.2%	5.1	-2.5%	-2.2	-22.5%	-25.4%	-4.2%	-3.8%
CCn1c(N2CCN(C(=S)NC)CC2)nc2ccccc21
 : -1.4%	3.9%	·	2.7%	-2.2	-7.1%	-2.6%[57.5 µM]	-10.8%	-8.1%
O=C(NCCN1CCOCC1)c1cc(S(=O)(=O)Nc2ccccc2F)c(Cl)cc1Cl
 : -4.5%	-6.0%	1.8	-11.3%	-1.4	20.2%	-20.1%	-1.7%	33.6µM*
CCOC(=O)C1=C(C)NC(C)=C(C(=O)OCC)C1/C=C/c1ccccc1OC
 : 8.0%	-2.5%	20.7	-23.8%	-0.5	?	-19.9%	-8.6%	1.1%
Cc1ccc(S(=O)(=O)Nc2ccc(SC(F)F)cc2)c(C)c1
 : 8.4%	1.5%	1.5	-10.1%	-0.9	-1.0%	i	0.8%	-6.0%
NC(=O)c1ccccc1OC1CCC1
 : -0.5%	7.5%	9.2	6.4%	2.0	-0.7%	i	9.0%	-7.8%
CC(C)(C)OC[C@H](NC(=O)c1[nH]cnc1C(=O)Nc1ccccc1F)C(=O)OC(C)(C)C
 : -2.1%	-41.0%[inhibitor]	0.6	?	-3.4	?	-26.2%	?	7.5%
O=C(Nc1cc([N+](=O)[O-])ccc1O)c1cccc(C(=O)Nc2cc([N+](=O)[O-])ccc2O)c1
 : 11.7%	-5.8%	-24.2	-7.5%	0.2	17.2%	-6.5%	-22.3%	-19.2%
COc1cccc(C(=O)N(Cc2ccco2)Cc2cc3cccc(C)c3[nH]c2=O)c1
 : 12.5%	-3.6%	-4.1	-6.1%	-2.0	2.0%	-8.2%[57.5 µM]	-11.9%	-1.7%
COc1ccc(S(=O)(=O)N2CCC(C(=O)N[C@H](C(=O)N3CCCC3)C(C)C)CC2)cc1
 : -2.7%	11.8%	-13.9	-3.6%	-1.7	9.7%	i	-14.0%	26.7µM*
Cc1cccc(N2CCN(S(=O)(=O)c3ccc4c(c3)CCCN4C(=O)C3CCC3)CC2)c1C
 : 4.6%	5.3%	-4.2	19.3%	-2.6	?	i	0.0%&-1.5%	-2.8%
Cc1ccc(NC(=O)c2ncn(CC(=O)N[C@H](C)c3cccc4ccccc34)n2)cc1C
 : 8.5%	-13.4%	5.9	-15.0%	0.2	?	-55.9%[inhibitor]	-6.6%	-6.6%
COc1ccccc1C(=O)COC(=O)CCNS(=O)(=O)c1ccc(C)c(C)c1
 : -5.2%	24.4%	12.8	7.5%	2.4	-2.3%	i	-4.5%	-5.0%
O=C(c1ccc(Cl)cc1)C1CCCN(Cc2cccn2-c2ccccn2)C1 (configuration not stated)
 : -0.3%	-1.4%	1.8	6.3%	-2.8	?	-8.4%	-29.9%	-4.7%
O=C(Nc1ccc2c(c1)OCO2)c1ccc(CN2CCOCC2)cc1
 : -4.4%	10.7%	-2.1	9.5%	-0.6	2.3%	-17.8%[57.5 µM]	-30.2%	-10.8%
CCc1cc2c(=O)c(-c3nc4ccccc4n3C)c(C)oc2c(CN2CCOCC2)c1O
 : -5.3%	4.2%	·	4.4%	-3.7	-0.6%	18.2%	7.4%	-5.4%
Cn1nc(C(F)(F)F)cc1-c1ccc(/C=C(\C#N)C(=O)c2ccccc2)s1
 : 11.6%	-2.9%	0.6	3.0%	14.9	23.9%	-18.8%	-3.8%	61.7%[activator]
CC(=O)Nc1ccc(NC(=O)C2CCCN2C(=O)NC2CCCCC2)cc1 (configuration not stated)
 : 14.4%	9.4%	0.4	-3.9%	0.8	9.5%	i	-1.9%	-7.7%
CC1(O)N(CCC(=O)Nc2cccc(F)c2)C(=O)OC12CCCCC2 (configuration not stated)
 : 0.7%	12.9%	5.3	12.3%	-0.8	-9.8%	15.1%	-0.2%	-14.9%
Cc1ccc(/C=N/Nc2cccc3cccnc23)c(O)c1
 : -1.6%	15.1%	·	-3.1%	2.7	0.0%	-59.9%[inhibitor][57.5 µM]	-19.6%	0.9%
CC1CCN(CC(=O)Nc2ccc(Br)cc2[N+](=O)[O-])CC1
 : -2.8%	7.7%	1.0	-17.9%	1.5	-13.8%	-23.8%	-0.9%	-1.7%
CC(C(=O)NCc1ccco1)n1ccc2cc(S(=O)(=O)N3CCCC3)ccc21 (configuration not stated)
 : 1.8%	-6.9%	0.4	-5.6%	-2.9	13.4%	-3.4%	-5.0%	-4.3%
COc1ccc(N(C)C(=O)c2cc3c(s2)-c2ccc(Cl)cc2S(=O)(=O)C3)c(OC)c1
 : 5.8%	4.1%	-0.5	13.5%	-4.4	13.8%	-35.8%[inhibitor]	-11.6%	-8.4%
CC(=O)N1CCc2c(sc3c2c(=O)n(Cc2ccccc2)c(=O)n3Cc2cccc(Cl)c2)C1
 : -0.6%	·	·	·	·	1.3%	-18.1%	-1.3%	·
CC(/C=N/NC(=O)c1ccncc1)=C\c1ccccc1
 : 2.4%	8.3%	·	-2.6%	0.2	5.0%	19.5%[57.5 µM]	-11.8%	-2.8%
Cn1c(SCC(=O)Nc2cccc(S(=O)(=O)N3CCOCC3)c2)nnc1-c1ccncc1
 : 0.1%	-2.5%	14.5	-9.5%	0.6	-4.0%	i	-1.0%	-8.7%
COc1cc2nc(Nc3ccc(F)cc3)nc(N)c2cc1OC
 : -2.8%	1.9%	-2.1	14.7%	-3.2	?	-28.0%&-7.9%	-13.3%&-16.5%	4.3%
Oc1ccccc1CNc1ncc(Br)cc1Br
 : 12.2%	25.9%	3.6	-21.8%	1.0	?	-17.8%[57.5 µM]	-5.3%	-7.3%
CN(C)c1ccc(C=c2c3cc([N+](=O)[O-])ccc3n3c2cc(-c2ccccc2)[n+]3C)cc1
 : -4.2%	-8.4%	-77.8*	-2.7%	-0.4	?	-54.1%[inhibitor]	?	2.67µM*
O=C(CSc1nnc(COc2cccc3cccnc23)o1)N1CCc2ccccc21
 : -0.1%	-3.1%	·	6.3%	-1.4	0.6%	-18.5%[57.5 µM]	7.8%	-1.5%
CC1CCN(c2c(NCc3ccc(C(=O)NCC4COc5ccccc5O4)cc3)c(=O)c2=O)CC1 (configuration not stated)
 : 4.2%	1.7%	1.8	-9.6%	-0.1	2.4%	-12.3%	-8.8%	0.7%
CN1C(=O)C2(OCC(C)([N+](=O)[O-])CO2)c2ccccc21 (configuration not stated)
 : 13.1%	11.9%	-1.0	-2.2%	1.9	-8.3%	i	-0.6%	-12.2%
CCN(CC)CCCNC(=O)c1cn(CCOC)c(=O)c2c1c1ccccc1n2C
 : -6.9%	-0.2%	·	-2.1%	-1.6	-9.2%	-3.9%[57.5 µM]	1.1%	-11.4%
Cc1ccc2[nH]c3c(=O)n(Cc4ccccn4)cnc3c2c1
 : ?	-2.6%	1.4	15.3%	0.0	86.9%[activator]	-24.7%[57.5 µM]	4.3%	0.5%
O=C(Cn1nnc(-c2ccc(N3CCOCC3)cc2)n1)OC1CCCCC1
 : 4.3%	0.7%	0.9	4.4%	-0.1	17.2%	i	1.7%	-10.7%
CCOc1ccccc1Nc1nc2ccccc2n2cnnc12
 : 14.8%	5.2%	5.6	3.8%	-2.8	-10.2%	i	6.0%	-0.7%
O=[N+]([O-])c1ccccc1CN1CCN(Cc2c[nH]c3ccccc23)CC1
 : 14.6%	5.0%	-0.2	-19.3%	-4.0	?	i	-12.4%	-12.3%
CC(=O)N1c2ccccc2N(Cc2ccc([N+](=O)[O-])cc2)C(=O)C1(C)C
 : 5.5%	0.8%	-0.9	-4.7%	-2.5	-11.2%	-2.1%	3.4%	29.9µM*
CN(C(=O)CN1CCC(NC(=O)C2CCCCC2)CC1)C1CCCCC1
 : 7.8%	6.0%	·	-15.9%	-1.8	0.0%	-10.4%[57.5 µM]	1.7%	-1.7%
CCCCCCN1C[C@@H](n2cc(C3CC3)nn2)[C@H](O)C[C@@H]1c1ccccc1
 : 12.3%	-13.1%	1.6	-0.8%	-3.1	?	-15.1%	-3.3%	-0.6%

Shown with tabs: entries from further up
SMILES	GLP-1R agonist	EPAC1 agonist	PI5P4Ka inh	EPAC1 antagonist	IL-2 act	GLP-1R inv ag	PTHR1 agonist	HEK293 tox	PLK1 PBD block
O=[N+]([O-])c1ccccc1CN1CCN(Cc2c[nH]c3ccccc23)CC1	14.6%	5.0%	-0.2	-19.3%	-4.0	?	i	-12.4%	-12.3%
CC(=O)N1c2ccccc2N(Cc2ccc([N+](=O)[O-])cc2)C(=O)C1(C)C	5.5%	0.8%	-0.9	-4.7%	-2.5	-11.2%	-2.1%	3.4%	29.9µM*
